# 12-hLO inh = inhibitors of human 12-lipoxygenase (ALOX12); P18054; purified 12-hLO, xylenol orange hydroperoxide absorbance; hit rate 0.12% among 150,000; Potency, µM (titrated, usually from 57.1 µM), without a hit: at the top dose activity change, negative = inhibition, usual class: inhibitors; further: potency means the concentration at half of the fitted maximal effect; nearly all actives have a fitted effect of over 55% in size; many of its hits are not listed in these tables
#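 150 nM 12hLO, 25 mM Hepes pH 7.0 + 0.01% Triton X-100; cpd preinc 15 min RT; 40 uM arachidonic acid, 30 min RT; Fe-XO 30 min; A573/A405 ratio as read-out.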
# PNC assembly inh = inhibitors of perinucleolar compartment assembly; PC3M PTB-GFP, PNC prevalence imaging, 16 h; active compounds read low; activity change (PNC), negative = inhibition, % at 10 µM; hit rate 3.1% among 140,000;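 active means readout at or below -70, meaning at least 70% loss of cells showing the perinucleolar compartment, a nuclear body marking cancer cells; inconclusive means readout between -30 and a set limit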;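 further: plate controls were DMSO wells for no effect and camptothecin positive control wells for full effect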
#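 Read-out is percentage of cells bearing a perinucleolar compartment, from automated 20x imaging of fixed, Hoechst-stained PC3M PTB-GFP cells. Cells were seeded 4 h, then exposed 16 h to compound (23 nl of library stock) in duplicate plates.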
# IMPase inh = membrane-permeable compound that blocks inositol monophosphatase | P97697 | inhibition (IP1 accumulation), % at 46.1 µM | CHO-M1 cells, IP1 accumulation, HTRF TR-FRET ratio | 120,000 tested, under 10 active; active means well fitted curve in the direction sought with a large enough effect in the signal ratio, not every such curve was filed as active; inconclusive means small, poorly fitted or top-dose-only effect, or a change in a side signal; inactive means no such curve, though single readings can be large or run the other way; the % refers to the signal ratio;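 further: cells stimulated with carbachol in lithium chloride buffer; plate controls were DMSO basal wells for no effect and reference inhibitor wells for full effect; higher means more IMPase inhibition seen as more IP1 and lower FRET ratio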
# Target sequence (P97697 whole entry, looked up): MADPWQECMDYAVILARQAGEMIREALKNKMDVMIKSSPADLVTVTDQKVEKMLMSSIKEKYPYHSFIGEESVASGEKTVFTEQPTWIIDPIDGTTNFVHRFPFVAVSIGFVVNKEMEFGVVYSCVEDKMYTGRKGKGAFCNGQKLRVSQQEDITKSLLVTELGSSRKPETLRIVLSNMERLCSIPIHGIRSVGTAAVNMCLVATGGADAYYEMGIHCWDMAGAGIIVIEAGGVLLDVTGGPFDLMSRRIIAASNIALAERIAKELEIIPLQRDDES
#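 Measured: the HTRF emission ratio (665/620 nm) plus the 620 nm donor channel, each fitted to the Hill equation to give AC50. Cells were CHO-M1 given compounds up to 46 uM and a 30 min carbachol stimulation at 37C.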
# 15-hLO-2 inh = 15-hLO-2 (ALOX15B) enzyme inhibition; O15296; Potency, µM (highest dose often 57.1 µM), for inactives: at the top dose activity change, negative = inhibition, hits mostly inhibitors; purified 15hLO-2, xylenol orange hydroperoxide absorbance; hit rate 0.56% among 110,000; AID 881; further: potency means the concentration at half of the fitted maximal effect; nearly all actives have a fitted effect of over 60% in size; many of its hits are not listed in these tables
# Target sequence (O15296 whole entry, looked up): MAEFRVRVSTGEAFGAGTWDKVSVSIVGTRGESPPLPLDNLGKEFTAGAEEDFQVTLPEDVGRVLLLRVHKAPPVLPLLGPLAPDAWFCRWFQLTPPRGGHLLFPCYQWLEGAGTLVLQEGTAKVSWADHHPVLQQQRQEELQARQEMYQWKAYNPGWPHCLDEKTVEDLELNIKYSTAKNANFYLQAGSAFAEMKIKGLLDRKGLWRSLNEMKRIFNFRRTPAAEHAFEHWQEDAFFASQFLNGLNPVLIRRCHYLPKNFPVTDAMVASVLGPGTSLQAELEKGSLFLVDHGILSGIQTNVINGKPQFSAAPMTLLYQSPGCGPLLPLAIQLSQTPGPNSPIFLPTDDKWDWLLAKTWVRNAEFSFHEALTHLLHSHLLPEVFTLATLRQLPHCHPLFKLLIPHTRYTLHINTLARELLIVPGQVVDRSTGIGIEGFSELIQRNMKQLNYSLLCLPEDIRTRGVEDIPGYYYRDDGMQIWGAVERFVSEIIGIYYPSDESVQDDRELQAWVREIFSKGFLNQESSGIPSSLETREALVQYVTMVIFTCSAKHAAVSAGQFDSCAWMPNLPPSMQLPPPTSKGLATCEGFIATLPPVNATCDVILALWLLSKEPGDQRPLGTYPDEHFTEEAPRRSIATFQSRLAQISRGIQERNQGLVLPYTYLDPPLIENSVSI
#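 Read-out: hydroperoxide product oxidises ferrous iron, measured as xylenol orange complex via the 573-to-405 nm absorbance ratio after 30 min. Reaction: 50 nM enzyme, 15 min compound preincubation, 45 uM arachidonic acid, 90 min RT, Hepes pH 7.5 with Triton X-100.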
# An asterisk follows results filed as active; u = inconclusive; x = not tested or not shown; [ ] = remark or other dose. Unless noted, the call rests on the fitted dose curve; in most records, active means well fitted curve in the direction sought with a large enough effect; inconclusive means small, poorly fitted or top-dose-only effect, or another doubt; inactive means no such curve, though single readings can be large; an effect the other way counts as inactive or inconclusive. Unless noted, on the % scale 0 is the no-effect control and ±100 the full control effect.
molecule,PNC assembly inh,IMPase inh,15-hLO-2 inh,12-hLO inh
C[C@@H](C(=O)Nc1ccc2ccccc2c1)[C@@H]1C[C@@]1(C)[C@@H](NC(=O)OCc1ccccc1)c1ccccc1,x,x,3%,1%
O=S(=O)(c1ccc2ccccc2c1)N1C=CC(C(F)(F)F)=NCC1,47,1,5%,19%
COc1ccc(N(CC(=O)Nc2ccc3c(c2)OCCO3)S(C)(=O)=O)c(OC)c1,9,-4,-2%,1%
CN(C)c1ccc(/C=N/NC(=O)c2ccccc2Cl)cc1,14,6,x,-6%
CCCn1c(Sc2nc3c(c(=O)[nH]c(=O)n3C)n2CCC)nc2c1c(=O)[nH]c(=O)n2C,13,5,4%,-3%
O=C1C(=O)c2ccccc2C(O)=C1C1CCC(c2ccc(Cl)cc2)CC1 (stereo not given),x,7[20.6 µM],-10%,-4%
Fc1ccc(-c2csc3ncnc(N4CCc5ccccc5C4)c23)cc1,u,x,x,-5%
O=C(CSc1ncnc2nc[nH]c12)Nc1ccccc1C(F)(F)F,u,5,-23%,-6%
COCCNC(=O)COc1cccc(Oc2ccccc2)c1,47,-5,2%,1%
Cc1cccc(/C=N/n2c(-c3cc(-c4ccccc4)n[nH]3)n[nH]c2=S)c1,-11,x,x,-7%
CCOc1ccc(N=C(NC#N)SCC)cc1,-24,u,x,-3%
Cc1ccc(C2(CCNS(=O)(=O)c3ccc(C)cc3)CCOC(C(C)C)C2)cc1 (stereo not given),-14,x,x,-12%
CC(C)Cc1nc2oc3c(NCC4CCCO4)ncnc3c2c2c1CCC2 (stereo not given),-100*,-1,8%,-3%
Cc1cc(=O)n2[nH]c(C(=O)O)nc2n1,10,-3,1%,0%
Cc1nnc(SCc2nc3ccccc3nc2C)s1,-11,3,-4%,4%
CC(C)C1S/C(=N/N=C/c2cccs2)NC1=O (stereo not given),u,5,-8%,5%
O=C(Cc1ccccc1)Nc1ccccc1Oc1ccccc1,11,x,x,-5%
O=C(NC1CCCCCCC1)C1c2ccccc2C(=O)N1Cc1cccs1 (stereo not given),24,3,x,0%
CCOC(=O)/C(=N/Nc1ccc(Cl)cc1)S(=O)(=O)c1ccccc1,-23,4,-11%,-4%
Cc1c(N=Cc2cc3c(cc2Cl)OCO3)c(=O)n(-c2ccccc2)n1C,32,2,0%,-11%
C=CCOC(=O)C1=C(C)NC(C)=C(C(=O)OCC=C)C1c1cccs1,u,9,13%,-10%
Cc1cc(C)c2c(=O)n(CC(=O)N3CCC(N4CCCCC4)CC3)sc2n1,0,4,-18%,-11%
CCOc1ccc(C(C)NC(=O)Cc2ccccc2)cc1OCC (stereo not given),12,x,x,3%
CCC1(C)Cc2c(sc3nc4n(c(=O)c23)CCS4)CO1 (stereo not given),22,u,6%,-3%
CCCCCCCN(C(=O)CCl)c1cccc(C)c1,16,13,x,2%
COC(=O)CN1C(=O)S/C(=C/c2cc(C)n(C)c2C)C1=O,u,13,u,-11%
CC(Sc1nc2ccccc2[nH]1)C(=O)O (stereo not given),29,8,11%,13%
CCSC1=C(C#N)C(c2ccc3c(c2)OCO3)C2=C(CCCC2=O)N1 (stereo not given),1,2,-13%,3%
O=C(CN1CC(c2ccccc2)CC1=O)OCc1ccccc1F (stereo not given),-91*,17,-6%,-2%
O=C1C2C3C=CC(C4CC34)C2C(=O)N1/N=C/c1ccc(-c2ccc(F)cc2[N+](=O)[O-])o1 (stereo not given),u,9,-9%,-4%

# Copied from the list.
# CC(C)C1S/C(=N/N=C/c2cccs2)NC1=O (stereo not given) in 12-hLO inh is entered as 5%
# CCCn1c(Sc2nc3c(c(=O)[nH]c(=O)n3C)n2CCC)nc2c1c(=O)[nH]c(=O)n2C in 15-hLO-2 inh is entered as 4%
# CCOc1ccc(C(C)NC(=O)Cc2ccccc2)cc1OCC (stereo not given) in PNC assembly inh is entered as 12

# Returning to the listing, repeating the 3 entries before the break.
molecule,PNC assembly inh,IMPase inh,15-hLO-2 inh,12-hLO inh
CCSC1=C(C#N)C(c2ccc3c(c2)OCO3)C2=C(CCCC2=O)N1 (stereo not given),1,2,-13%,3%
O=C(CN1CC(c2ccccc2)CC1=O)OCc1ccccc1F (stereo not given),-91*,17,-6%,-2%
O=C1C2C3C=CC(C4CC34)C2C(=O)N1/N=C/c1ccc(-c2ccc(F)cc2[N+](=O)[O-])o1 (stereo not given),u,9,-9%,-4%
CCC(=O)N/N=C/c1ccc(OS(=O)(=O)c2ccccc2)cc1,u,x,x,-4%
CCN(CC)CCN1C(=O)C(=O)/C(=C(/O)c2c(C)[nH]c(C(=O)OC)c2C)C1c1ccc(OC)cc1 (stereo not given),-16,2,1%,-5%
O=C(NCc1ccco1)C(c1ccc(F)cc1)N(CC1CCCO1)C(=O)Cn1nnc2ccccc21 (stereo not given),u,19,1%,7%
CCOC(=O)C1CCN(C(=O)CC2C(=O)N(Cc3ccccc3)C(C)c3nc4ccccc4n32)CC1 (stereo not given),u,5,-1%,-4%
Oc1ccc(-c2nc(-c3ccc(F)cc3)c(-c3ccncc3)[nH]2)cc1,x,-15,39%[activator],-11%
CN(C)S(=O)(=O)c1cccc(NC(=O)COC(=O)c2ccc3c(c2)OCO3)c1,10,x,x,1%
COc1ccc(/C=N/Nc2nc(N3CCCCC3)nc(N3CCCCC3)n2)cc1[N+](=O)[O-],3,x,x,2%
CC1=C(C(=O)Nc2ccccc2C)C(c2ccc(C)o2)n2c(s/c(=C/c3ccccc3)c2=O)=N1 (stereo not given),-28,-7,-12%,-2%
CC(C)[C@H](NC(=O)[C@@H]1CSCN1C(=O)OC(C)(C)C)C(=O)NCC1CCC(C(=O)O)CC1 (stereo not given in full),29,0,-2%,-5%
COC(=O)[C@H](CCSC)NC(=O)Nc1ccc(C)c(C)c1,u,-5,0%,-8%
Cc1cccc(C)c1NC(=S)NC1CCCCC1,41,-9,x,u
CC(=O)Nc1ccc(Nc2nc(C)c([N+](=O)[O-])c(Nc3ccc(NC(C)=O)cc3)n2)cc1,-11,x,x,-3%
Nc1cc(N)nc(SCCN2CCCCC2)n1,-21,4,6%,4%
O=C(N/N=C1\C2CN3CCN(C2)CC1(c1ccccc1)C3)c1ccc(F)cc1,106,x,x,2%
O=c1c2ccccc2nc(SCc2ccccc2)n1Cc1ccco1,5,10,u,-11%
CCOC(=O)c1cnn(-c2ccc(Cl)cc2)c1C1CCN(C(=O)OC(C)(C)C)CC1,88,4,5%,-18%
Nc1c(-c2ccc(Cl)cc2)cnn1-c1cccc([N+](=O)[O-])c1,-30,4,-5%,-1%
COC(=O)c1ccccc1NC(=O)C12CC3CC(C1)CC(n1cnc(Cl)n1)(C3)C2,4,-12,x,-4%
Cc1ccc(/C=N/NC(=O)c2ccccn2)o1,-2,-10,x,-3%
O=C1CCC/C(=N/NC(=O)c2ccc(CN3c4cccc5cccc(c45)S3(=O)=O)cc2)C1,u,x,x,-3%
Cc1nnn(C23CC4CC(CC(CC(=O)Nc5ccc(C)c(Cl)c5)(C4)C2)C3)n1,40,x,x,-6%
Cc1ccccc1N(C(=O)Cn1nnc2ccccc21)C(C(=O)NCc1ccco1)c1ccncc1 (stereo not given),-10,0,1%,-2%
CC(=O)c1cccc(S(=O)(=O)N(CCCO)Cc2cc3ccc(C)cc3[nH]c2=O)c1,u,6,0%,-8%
Cc1nc(N/N=C/c2ccccc2)nc(N(C)c2ccccc2)c1[N+](=O)[O-],76,0,8%,-3%
Cc1cc(NC(=O)COC(=O)COc2cccc3c2OC(C)(C)C3)no1,-21,-1,-5%,-6%
Fc1ccc(NC(=S)Nc2ccc(Br)cc2)cc1,-30,x,x,-10%
O=C(C1CCCN1C(=O)c1cccs1)N1CCN(Cc2ccc3c(c2)OCO3)CC1 (stereo not given),48,3,4%,-8%
O=C(O)c1ccccc1SC1CC(=O)N(C2CCCCC2)C1=O (stereo not given),40,-5,x,0%
CCC1(C(=O)c2ccccc2)C(c2ccc([N+](=O)[O-])cc2)C1(C(=O)OC)C(=O)OC (stereo not given),8,x,x,0%
Cc1cccc(/C=C2/S/C(=N/N=C3\CC4CCC3(C)C4(C)C)NC2=O)c1 (stereo not given),-7,-3,33%[activator],1%

# Remaining list, next part:
molecule,PNC assembly inh,IMPase inh,15-hLO-2 inh,12-hLO inh
O=C(NCC1CCCO1)c1ccccc1-c1nc(-c2ccc(Cl)cc2)no1 (stereo not given),13,9,2%,-5%
CSc1nc(Sc2ccc(Cl)cc2)c2ccccc2n1,62,0,-2%,-3%
Cc1ccc(C(=O)O)cc1NC(=O)C1CCCN1S(=O)(=O)c1cccc2nsnc12 (stereo not given),-11,-3,4%,-7%
CC(C)(C)C1CCC(C(=O)Nc2ccccc2)CC1 (stereo not given),-10,4,-13%,-7%
O=C(N/N=C/c1cccc([N+](=O)[O-])c1)c1cccs1,3,-3,x,-4%
N#C/C(=C\c1ccc(N2CCOCC2)o1)c1nc2ccccc2[nH]1,37,u,-28%,-2%
Cc1ccccc1NC(=O)c1ccc(NC(=O)c2ccco2)cc1,-14,-8,6%,-4%
CCOC(=O)NN1C(=O)c2ccccc2NC1c1ccc(OC)cc1 (stereo not given),-17,-13,x,-5%
CC1=C(C(=O)N2CCOCC2)C(c2cccs2)NC(=O)N1 (stereo not given),13,6,-1%,1%
COc1c(F)c(F)c(C(=O)O)c(Nc2ccccc2C)c1F,-26,-2,-6%,-4%
Fc1ccc(N=C2NN=C(c3cc(F)ccc3F)CS2)cc1,18,8,x,-10%
O=C(NNc1ccccc1[N+](=O)[O-])Nc1ccc(F)cc1,-22,x,x,-2%
CC(C)c1ccccc1NC(=O)COc1ccc2c(=O)c(Oc3ccc4ccccc4c3)coc2c1,u,x,x,0%
O=C(NCc1cccs1)C1CCCN(S(=O)(=O)c2ccc(Br)s2)C1 (stereo not given),u,-10,8%,-9%
Cc1cc(/C=N/NC(=O)CC2(C)OCCO2)c(C)n1-c1ccc(Cl)c(Cl)c1,-7,4,x,-7%
CC(/C=C/c1ccco1)=N/NC(=O)c1ccccc1Cl,49,9,-20%,-3%
N#Cc1cccc(NC(=O)N2CC3(CCN(C(=O)c4ccco4)CC3)C2)c1,x,x,3%,-2%
N#Cc1ccc(N/N=C/c2cn(-c3ccccc3)nc2-c2ccccc2)c([N+](=O)[O-])c1,17,x,x,1%
COC(=O)c1ccc(NC(=O)CSCc2ccccc2C)cc1,13,-1,2%,-10%
COC(=O)c1ccc(OCC(O)CN(CC(C)C)CC(C)C)cc1 (stereo not given),4,11,2%,-10%
CCCCC(c1nnnn1C1CCCC1)N1CCN(C2CCCC2)CC1 (stereo not given),-16,1,13%,-7%
CC(Sc1nc(N)cc(=O)[nH]1)C(=O)Nc1cccc(Cl)c1 (stereo not given),u,x,x,-4%
CCn1nnc(NC(=O)c2cccnc2)n1,24,-2,5%,-11%
O=C(NCCc1ccc(S(=O)(=O)N2CCCC2)cc1)c1cccs1,9,10,-1%,-4%
O=C1CCC([N+](=O)[O-])C(c2cccc(Br)c2)N1 (stereo not given),15,x,x,0%
NC(=O)C1(N2CCCCC2)CCN(C(=S)Nc2cccc(Cl)c2)CC1,u,x,x,3%
O=C(CSc1ncn(-c2ccccc2)n1)Nc1ccc2c(c1)OCCO2,-86*,7,-16%,-2%
C=CCNC(=O)CCCCC(=O)NCC=C,u,-10,-4%,-1%
CCN(CC)CCN(CC)Cc1ccccc1Br,15,1,4%,-1%
COc1ccc(NC(=O)CN2CCN(CC(=O)Nc3ccccc3F)CC2)c(OC)c1,-9,0,-6%,-6%

# Compound activity: PubChem, National Center for Advancing Translational Sciences (NCATS)

# These rows are one share of the data (hit frequency here may not be typical).
